GC-B act = GC-B (human) receptor activation; P20594; HEK293-GC-B cells, CNP EC30, cGMP TR-FRET; 0% at EC30 CNP, 100% saturating CNP; activation, % at 10 µM; 370,000 tested, 0.11% active;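 active = activation at 10 µM reaching about 35% in either raw or pattern-adjusted values, limit read from the data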
Target sequence (P20594 whole entry, looked up): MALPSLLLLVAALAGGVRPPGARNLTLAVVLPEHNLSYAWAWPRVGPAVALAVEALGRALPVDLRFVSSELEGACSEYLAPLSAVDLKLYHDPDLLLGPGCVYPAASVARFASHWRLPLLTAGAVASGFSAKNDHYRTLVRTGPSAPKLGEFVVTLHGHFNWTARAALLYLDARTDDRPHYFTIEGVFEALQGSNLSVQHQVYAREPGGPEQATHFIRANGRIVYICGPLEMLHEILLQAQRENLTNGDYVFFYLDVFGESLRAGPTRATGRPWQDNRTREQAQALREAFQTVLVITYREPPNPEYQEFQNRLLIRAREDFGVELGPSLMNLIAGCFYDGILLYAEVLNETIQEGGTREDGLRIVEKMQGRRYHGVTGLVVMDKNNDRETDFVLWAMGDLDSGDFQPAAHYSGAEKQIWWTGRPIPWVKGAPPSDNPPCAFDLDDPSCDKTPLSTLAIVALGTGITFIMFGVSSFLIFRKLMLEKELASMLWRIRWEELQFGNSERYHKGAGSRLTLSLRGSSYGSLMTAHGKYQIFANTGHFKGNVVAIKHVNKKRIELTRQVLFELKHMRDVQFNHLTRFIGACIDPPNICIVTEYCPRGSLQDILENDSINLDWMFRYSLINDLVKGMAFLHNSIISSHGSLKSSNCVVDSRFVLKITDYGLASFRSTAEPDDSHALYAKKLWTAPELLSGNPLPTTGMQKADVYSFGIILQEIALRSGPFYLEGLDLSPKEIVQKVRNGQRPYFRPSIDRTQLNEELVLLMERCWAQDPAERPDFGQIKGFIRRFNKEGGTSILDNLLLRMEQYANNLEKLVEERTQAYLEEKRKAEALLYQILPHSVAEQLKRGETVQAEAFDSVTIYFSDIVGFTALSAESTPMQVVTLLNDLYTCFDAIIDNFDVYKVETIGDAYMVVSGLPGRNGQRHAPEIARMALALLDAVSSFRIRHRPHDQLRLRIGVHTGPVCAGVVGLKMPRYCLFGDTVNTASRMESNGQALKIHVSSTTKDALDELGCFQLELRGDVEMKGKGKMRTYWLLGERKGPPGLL
rCAG binder = r(CAG) repeat RNA binding; TO-PRO-1 dye displacement fluorescence; inhibition, % at 3 µM; 370,000 tested, 1.3% active; AID 651821;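 active = inhibition above the plate cutoff, the mean of all test compounds on that plate plus 3 SD, cut at about 35% in these data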;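 note: 0% = DMSO alone and 100% = 100 µM mitoxantrone as full dye displacement; higher means more dye released from RNA so lower well fluorescence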
ABHD4 inh = ABHD4 (mouse) inhibition, primary FP screen | 370,000 tested, 0.54% active | inhibition, % at 8.92 µM | purified mABHD4, FP-Rh probe fluorescence polarization | Q8VD66;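 active = inhibition exceeding the mean over every tested compound plus 3 SD, cut at about 30% in these data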;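 note: 0% = plate median of compound wells and 100% = S159A mutant with DMSO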
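System: mouse ABHD4 enzyme, wild type / Medium: HEPES pH 7.0, NaCl, Pluronic buffer / Reagent: FP-Rh activity-based fluorescent probe / Control set: S159A mutant high control, sample median low control / Detection: fluorescence polarization with parallel and perpendicular emission, 525/598 nm / Schedule: 45 min + 60 min at 25 °C / Compound dosing: 8.92 µM, single dose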
PRMT1 inh = inhibitors of human PRMT1 | inhibition, % at 2.79 µM | 370,000 tested, 1.3% active | Q99873 | AID 652257 | recombinant PRMT1, activity-based probe fluorescence polarization;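 active = inhibition above about 21% made by adding two undisclosed values, limit read from the data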
TCR CD3 inh = blocks the human TCR-CD3 interaction; AID 651800; TAMRA-labeled TCR probe fluorescence, biochemical; inhibition, % at 9.4 µM; 360,000 tested, 0.37% active; in the data active = inhibition above about 19%;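 note: recombinant mutant TCR 2C K166C tagged with TAMRA read by polarization; 0% = receptor in buffer alone and 100% = receptor with positive control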
UHRF1 MBD2 ctr = blocks human UHRF1 binding to methylated DNA. UHRF1 binding to methylated oligo, TR-FRET. inhibition, % at 4.4 µM. 370,000 tested, 0.75% active. AID 687016; in the data active = inhibition above about 21%;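 note: UHRF1 SRA domain binding a hemimethylated CpG hairpin DNA probe; 0% = median of test compound wells and 100% = reference inhibitor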
HTRA1 inhibitor = HTRA1 (human) protease inhibition | recombinant HTRA1, FP-rhodamine activity-based probe, fluorescence polarization | inhibition, % at 5.96 µM | 340,000 tested, 0.5% active | AID 504803; in the data active = inhibition above about 36%;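 note: 0% = enzyme with DMSO and 100% = wells lacking enzyme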
SIAE primary = human SIAE inhibition, primary screen. Q9HAT2. SIAE FP-Rh probe binding, fluorescence polarization. inhibition, % at 9.66 µM. 370,000 tested, 0.69% active. AID 1053197;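 active = inhibition above a cutoff: mean of compounds within the control limits plus 3 SD of those, cut at about 17% in these data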;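 note: 0% = plate median of compound wells and 100% = probe without SIAE protein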
MBD2 DNA inh = MBD2-methylated oligo binding inhibition; inhibition, % at 4.4 µM; AID 686964; Q9UBB5; TR-FRET, MBD2 binding to methylated oligonucleotide; 370,000 tested, 0.31% active; in the data active = inhibition above about 13%
NPR1 activator = GC-A (human) enzyme activation; P16066; HEK293 GC-A cells, cGMP TR-FRET, EC30 ANP; 0% at EC30 ANP, 100% saturating ANP; activation, % at 10 µM; 370,000 tested, 0.14% active; AID 1671463; in the data active = activation above about 40%
* = called active by the depositor; . = not tested or not shown. A portion of the library; the hit share may differ from the screen's.

1) COc1cccc(NC(=O)C(C)SCc2ccccc2)c1 (stereo unspecified)
2) COc1ccc(C(CNC(=O)c2c(C)nn(Cc3ccc(C)cc3)c2Cl)N2CCOCC2)cc1 (stereo unspecified)
3) CCn1c(SCC(=O)NNC(=O)c2ccc(OC)cc2)nnc1C(C)C
4) COc1ccccc1OCC(=O)Nc1ccc(S(=O)(=O)N(C)c2ccccc2)cc1
5) CC1CCCC(C)N1C(=O)COc1cccc(Oc2ccccc2)c1 (stereo unspecified)

assay / entry,1,2,3,4,5
GC-B act,5,2,1,-6,-2
rCAG binder,-6,0,-2,-4,-2
ABHD4 inh,-3,-8,-1,-15,-6
PRMT1 inh,4,0,0,5,-8
TCR CD3 inh,-3,0,-1,-6,1
UHRF1 MBD2 ctr,4,2,0,0,2
HTRA1 inhibitor,-5,-3,3,-28,-3
SIAE primary,-7,2,0,-6,-8
MBD2 DNA inh,0,6,-1,5,3
NPR1 activator,-1,2,1,0,-3

6) COc1cc(CNc2ncn[nH]2)ccc1OCc1ccccc1C
7) C[C@H](CO)N1C[C@H](C)[C@@H](CN(C)C(=O)Nc2ccc(C(F)(F)F)cc2)Oc2ccc(NC(=O)Nc3ccc(C(F)(F)F)cc3)cc2C1=O
8) CC(=O)O[C@H]1C[C@@H]2CC[C@@H]3[C@H](CC[C@@]4(C)[C@H]3C[C@H]([N+]3(C)CCCCC3)[C@@H]4OC(C)=O)[C@@]2(C)C[C@@H]1[N+]1(C)CCCCC1
9) O=C(O)CSc1nc(-c2ccccc2)nc2c1oc1ccccc12
10) CCOC(=O)C1=C(C)C(c2ccccc2OC)NC(=O)N1 (stereo unspecified)

assay / entry,6,7,8,9,10
GC-B act,-3,4,5,-11,6
rCAG binder,-2,8,5,59*,-1
ABHD4 inh,0,-157,-5,-10,2
PRMT1 inh,-1,2,5,-1,0
TCR CD3 inh,8,76*,-5,1,-8
UHRF1 MBD2 ctr,0,-1,3,1,2
HTRA1 inhibitor,1,-165,4,-24,4
SIAE primary,0,-110,-5,-10,-4
MBD2 DNA inh,1,3,1,-3,3
NPR1 activator,0,2,2,-6,-1

11) COC(=O)c1ccc(OCC(=O)NC2CCCCCC2)cc1
12) O=c1c2ccccc2c(-c2ccccc2)nn1-c1ccc(Cl)c(Cl)c1
13) CC1(C(=O)NS(=O)(=O)Cc2cccc(Cl)c2)CCN1C(=O)CC1CCCC1 (stereo unspecified)
14) COc1ccc([C@H]2OC(=O)C[C@@H]2C(=O)N2CCN(c3ccccc3F)CC2)cc1OC
15) CCCC1CCC2(CCCN2CCOC(=O)NCc2ccccc2)CC1 (stereo unspecified)

assay / entry,11,12,13,14,15
GC-B act,-2,1,2,11,-5
rCAG binder,-7,-1,11,2,.
ABHD4 inh,5,-8,8,2,-7
PRMT1 inh,1,1,0,2,5
TCR CD3 inh,0,-5,2,.,.
UHRF1 MBD2 ctr,3,2,0,2,1
HTRA1 inhibitor,-1,0,.,.,.
SIAE primary,1,-4,-9,0,-1
MBD2 DNA inh,0,0,-3,2,4
NPR1 activator,6,-1,1,2,-7

2 neighbouring entries out of the list so far, for reference:
14) COc1ccc([C@H]2OC(=O)C[C@@H]2C(=O)N2CCN(c3ccccc3F)CC2)cc1OC
15) CCCC1CCC2(CCCN2CCOC(=O)NCc2ccccc2)CC1 (stereo unspecified)

assay / entry,14,15
GC-B act,11,-5
rCAG binder,2,.
ABHD4 inh,2,-7
PRMT1 inh,2,5
TCR CD3 inh,.,.
UHRF1 MBD2 ctr,2,1
HTRA1 inhibitor,.,.
SIAE primary,0,-1
MBD2 DNA inh,2,4
NPR1 activator,2,-7

Four of the compounds above, with each value named:
#5 CC1CCCC(C)N1C(=O)COc1cccc(Oc2ccccc2)c1 (stereo unspecified)
  GC-B act: -2; rCAG binder: -2; ABHD4 inh: -6; PRMT1 inh: -8; TCR CD3 inh: 1; UHRF1 MBD2 ctr: 2; HTRA1 inhibitor: -3; SIAE primary: -8; MBD2 DNA inh: 3; NPR1 activator: -3

#6 COc1cc(CNc2ncn[nH]2)ccc1OCc1ccccc1C
  GC-B act: -3; rCAG binder: -2; ABHD4 inh: 0; PRMT1 inh: -1; TCR CD3 inh: 8; UHRF1 MBD2 ctr: 0; HTRA1 inhibitor: 1; SIAE primary: 0; MBD2 DNA inh: 1; NPR1 activator: 0

#7 C[C@H](CO)N1C[C@H](C)[C@@H](CN(C)C(=O)Nc2ccc(C(F)(F)F)cc2)Oc2ccc(NC(=O)Nc3ccc(C(F)(F)F)cc3)cc2C1=O
  GC-B act: 4; rCAG binder: 8; ABHD4 inh: -157; PRMT1 inh: 2; TCR CD3 inh: 76*; UHRF1 MBD2 ctr: -1; HTRA1 inhibitor: -165; SIAE primary: -110; MBD2 DNA inh: 3; NPR1 activator: 2

#8 CC(=O)O[C@H]1C[C@@H]2CC[C@@H]3[C@H](CC[C@@]4(C)[C@H]3C[C@H]([N+]3(C)CCCCC3)[C@@H]4OC(C)=O)[C@@]2(C)C[C@@H]1[N+]1(C)CCCCC1
  GC-B act: 5; rCAG binder: 5; ABHD4 inh: -5; PRMT1 inh: 5; TCR CD3 inh: -5; UHRF1 MBD2 ctr: 3; HTRA1 inhibitor: 4; SIAE primary: -5; MBD2 DNA inh: 1; NPR1 activator: 2

Remaining list, next part.
16) CCC(CC)C(=O)N(C)c1c(C)nc2c(OCc3cccc(Cl)c3)cccn12
17) COc1cc(OC)c(NC(=O)c2ccco2)cc1Cl
18) COc1ccc(NC(=O)c2cc(-c3ccncc3)nc3ccccc23)c(OC)c1
19) CCCCn1c(N)c(N(CC(C)C)C(=O)c2cc(-c3ccc(OC)c(OC)c3)nc3ccccc23)c(=O)[nH]c1=O
20) O=c1[nH]c2ccccc2c2oc(CCl)nc12

assay / entry,16,17,18,19,20
GC-B act,5,-1,-3,-3,-3
rCAG binder,-3,0,9,5,-1
ABHD4 inh,2,3,2,-9,0
PRMT1 inh,0,1,-3,-2,21*
TCR CD3 inh,-5,-3,2,-8,-3
UHRF1 MBD2 ctr,2,-1,-2,4,-1
HTRA1 inhibitor,.,-1,5,-13,-1
SIAE primary,-2,-4,2,13,10
MBD2 DNA inh,-3,2,-4,1,0
NPR1 activator,1,0,-15,0,-5

21) O=C1Nc2ccccc2/C1=N/c1sc2c(c1C(=O)NCCc1ccccc1)CCCC2
22) CN(CC(=O)Nc1cccc(F)c1)C(=O)CNC(=O)Cc1cccc2ccccc12
23) Cc1c(C(=O)OCc2ccc(F)cc2)sc2nc3n(c(=O)c12)CCC3
24) COCCNC(=O)NC1(C(F)(F)F)Oc2ccc(Cl)cc2O1 (stereo unspecified)
25) CCOc1cccc(CN2CCCC(N3CCN(c4cccc(Cl)c4)CC3)C2)c1O (stereo unspecified)

assay / entry,21,22,23,24,25
GC-B act,-1,4,-2,1,-6
rCAG binder,10,3,0,-4,-8
ABHD4 inh,0,-4,3,7,3
PRMT1 inh,10,-3,-1,4,-3
TCR CD3 inh,-5,-1,2,-2,-8
UHRF1 MBD2 ctr,1,-2,3,4,1
HTRA1 inhibitor,-7,-12,-4,19,-12
SIAE primary,8,-8,-7,-1,8
MBD2 DNA inh,-6,4,5,1,-8
NPR1 activator,0,2,4,1,-7

26) O=C(CSc1cccc[n+]1[O-])Nc1cccc(S(=O)(=O)NC2=NCCCCC2)c1
27) COCc1c(C(=O)OC)nnn1-c1ccccc1
28) O=C(O)c1ccc(NC(=S)NCc2ccccc2)cc1
29) COc1ccc2c(c1)c(-c1csc(N)n1)c(C)n2C
30) Cc1ccc(SCc2c(C(=O)N/N=C/c3ccc4c(c3)OCO4)nnn2-c2nonc2N)cc1

assay / entry,26,27,28,29,30
GC-B act,-5,5,6,-5,-4
rCAG binder,-1,1,0,16,2
ABHD4 inh,6,4,2,-2,2
PRMT1 inh,-4,0,-1,1,-4
TCR CD3 inh,9,-6,-4,-4,-4
UHRF1 MBD2 ctr,1,3,1,-4,1
HTRA1 inhibitor,1,2,10,11,0
SIAE primary,-2,-5,4,0,-2
MBD2 DNA inh,4,0,-3,-9,1
NPR1 activator,3,3,0,-18,-2

31) Cc1cc2nc(-c3ccc(C#N)cc3)c(Cc3ccsc3)n2c(C)c1Br
32) CCC(=O)Nc1ccc(NC(=O)c2cccc3ccccc23)cc1
33) COc1ccc(CN2CCN(Cc3ccc(Br)cc3)CC2)c(OC)c1OC
34) Cc1cc(O)cc(=O)n1-c1cccc(F)c1
35) Cc1cccc(-n2c(SCC(=O)N3CCN(c4ccccn4)CC3)nnc2N2CCOCC2)c1

assay / entry,31,32,33,34,35
GC-B act,-1,2,4,3,-1
rCAG binder,17,2,-11,4,0
ABHD4 inh,1,-4,20,7,4
PRMT1 inh,2,-3,6,-3,0
TCR CD3 inh,5,1,-3,-1,3
UHRF1 MBD2 ctr,-2,-2,1,0,-3
HTRA1 inhibitor,.,-2,1,.,0
SIAE primary,6,2,1,-2,-3
MBD2 DNA inh,0,6,-3,0,-8
NPR1 activator,-1,-6,1,2,-2

36) O=S1(=O)CC(N2CCSCC2)CN1Cc1cn(Cc2ccc(Cl)cc2)nn1 (stereo unspecified)
37) CC1CCC(NC(=O)CCN2C(=O)C3CC=CCC3C2=O)CC1 (stereo unspecified)
38) Cc1cc(SCC(=O)OC(C)C(=O)N(C)c2ccccc2)nc2ccccc12 (stereo unspecified)
39) COc1cc(NC(=S)NCc2cccnc2)cc(OC)c1
40) Cc1cc(OCCOCCNC(C)C)cc(C)c1Cl

assay / entry,36,37,38,39,40
GC-B act,8,2,-3,4,-4
rCAG binder,3,0,-13,-4,5
ABHD4 inh,-8,-6,-5,-1,11
PRMT1 inh,9,-1,-3,1,6
TCR CD3 inh,-1,7,0,1,-5
UHRF1 MBD2 ctr,5,3,-1,10,3
HTRA1 inhibitor,.,1,-13,3,9
SIAE primary,-8,-21,4,8,2
MBD2 DNA inh,1,3,0,3,2
NPR1 activator,1,4,-7,1,0

41) CCOC(=O)CCc1c(C)nc2cc(C3CCCN(C(=O)OC(C)(C)C)C3)[nH]n2c1=O (stereo unspecified)
42) Cc1ccc2c(c1)N(CCC(=O)NCc1cccnc1)C(=O)CO2
43) COc1ccc(C)cc1-n1nnnc1SCC1CCCO1 (stereo unspecified)
44) CN(C)S(=O)(=O)c1ccc(C(=O)Nc2nnc(SCC(=O)N3CCOCC3)s2)cc1
45) CC(C)C[C@@H](CN1CCCC1CN1C(=S)NC[C@@H]1Cc1ccc(O)cc1)N1C[C@H](Cc2ccc(O)cc2)N(CCc2ccccc2)C1=S (stereo partly specified)
46) Cc1cc(NC(=O)CCN2CCN(C/C=C/c3ccccc3)CC2)ccc1Br
47) O=C(Cn1cnc2c(nnn2-c2ccccc2)c1=O)NCC1CCCO1 (stereo unspecified)

assay / entry,41,42,43,44,45,46,47
GC-B act,5,-3,6,3,2,-14,7
rCAG binder,-4,1,0,1,14,-1,-1
ABHD4 inh,-6,4,0,5,-42,9,4
PRMT1 inh,-1,0,0,4,-1,2,3
TCR CD3 inh,6,0,-3,3,14,5,-6
UHRF1 MBD2 ctr,-2,0,-1,0,-1,-2,2
HTRA1 inhibitor,1,5,2,-1,-102,-13,4
SIAE primary,-2,3,5,-2,-44,-3,-3
MBD2 DNA inh,5,1,-2,8,3,-3,1
NPR1 activator,-2,-2,3,2,-3,-13,6

Assay outcomes deposited in PubChem BioAssay by several laboratories.
